# Screening data (PubChem BioAssay)
# NCI-60 one-dose screen, 48 h, at 10 µM unless noted. Numbers give growth in % (100 = growth as untreated, 0 = no growth, -100 = all killed).
# SK-MEL-5: SK-MEL-5 melanoma | hit rate 6.4% among 80,000
# UACC-257: UACC-257 melanoma | hit rate 4.4% among 78,000
# SK-MEL-2: SK-MEL-2 melanoma. hit rate 4.7% among 77,000
# SK-MEL-28: SK-MEL-28 melanoma | hit rate 4.1% among 81,000
# MDA-MB-435: MDA-MB-435 melanoma | hit rate 7.8% among 82,000
# LOX IMVI: LOX IMVI melanoma | hit rate 7.4% among 79,000
# MALME-3M: MALME-3M melanoma | hit rate 5.8% among 78,000 | AID 1794766
# UACC-62: UACC-62 melanoma. hit rate 5.4% among 81,000. AID 1794756
# Starred values were filed as active, the others as inactive; nt = no result given; & = joins results of further samples. Rule for the calls: active = growth percent below 10; inactive = the rest.
SMILES,SK-MEL-5,UACC-257,SK-MEL-2,SK-MEL-28,MDA-MB-435,LOX IMVI,MALME-3M,UACC-62
COC(=O)[C@H](Cc1ccccc1)NC[C@@H](O)CN1C(=O)/C(=C\c2cc(OC)c(OC)c(OC)c2)c2ccccc21,102,80,98,115,96,95,96,89
CCOC(=O)C(CCc1ccccc1[N+](=O)[O-])C(=O)OCC,98,98,106,107,103,98,nt,107
COc1cc(/C=C2/N=C(c3ccccc3)N(C(=O)c3ccc4ccccc4c3)NC2=O)ccc1O,105,113,102,94,100,nt,97,97
CNc1nnnn1Cc1ccccc1,109,97,107,105,105,113,119,101
O=C(Nc1cccc([N+](=O)[O-])c1)c1cccc([N+](=O)[O-])c1,103,115,90,91,111,100,112,91
C/C(=C/CC1=C(O)c2ccccc2C(=O)C1=O)CO,109,96,99,115,114,94,123,105
COc1ccc2nc(NC(=O)c3cccnc3Nc3ccc(S(N)(=O)=O)cc3)sc2c1,89,113,103,116,92,100,103,82
O=C1CC2C=CCN2C=C1c1ccc(F)cc1 (configuration not stated),97,77,96,117,106,101,102,103
O=C(Cl)c1cccc2c([N+](=O)[O-])cccc12,98,95,99,96,100,106,90,90
N#Cc1c2ncccc2c2nnc3cc(Cl)c(Cl)cc3n12,92,95,nt,81,106,97,80,91
CC(C)(O)C(=O)O,103,100,112,104,107,101,88,103
O=c1[nH]c2c(ccc3c2cnn3-c2ccc(Cl)cc2)cc1S(=O)(=O)c1ccccc1,99,96,119,109,104,104,98,99
N#Cc1ccc(-c2nn(-c3ccc(C(=O)O)cc3)cc2CNc2cccc(Br)c2)cc1,24,66,72,36,59,13,96,42
COc1cccc(-c2nn(-c3ccccc3)cc2-c2ccnc(NCCCNC(=O)c3ccc(F)cc3)c2)c1,6.1*,42,52,59,-17*,56,48,40
OCC(Nc1ncnc2ccc(-c3cnc4cnccn34)cc12)c1ccccc1 (configuration not stated),38,81,45,98,90,85,81,74
Cc1c(-c2c(Cl)cccc2Cl)noc1CN(C)C,108,109,112,104,104,97,nt,107
c1cncc(-c2cn3nc(-c4c[nH]c5ccccc45)sc3n2)c1,23,nt,nt,55,-38*,47,38,55
COc1cc(OC)cc(-c2cc3ccc(N(C)C)cc3c(=O)[nH]2)c1,nt,76,34,61,5.0*,23,59,52
COc1ccc(-c2nnc(SCC(=O)Nc3ccc(C(=O)/C=C/c4cc(OC)c(OC)c(OC)c4)cc3)n2-c2ccccc2)cc1,89,78,94,106,101,89,103,87
COc1cc(C)cc2oc3oc(=O)c(-c4csc(-c5cc6ccccc6o5)n4)cc3c(=O)c12,100,104,121,98,104,100,89,95

# As entered above.
# COc1ccc2nc(NC(=O)c3cccnc3Nc3ccc(S(N)(=O)=O)cc3)sc2c1 – SK-MEL-5: 89
# COc1cc(/C=C2/N=C(c3ccccc3)N(C(=O)c3ccc4ccccc4c3)NC2=O)ccc1O – MALME-3M: 97
# Cc1c(-c2c(Cl)cccc2Cl)noc1CN(C)C – UACC-62: 107

# Another view of some results above:
# Results follow in this order: SK-MEL-5	UACC-257	SK-MEL-2	SK-MEL-28	MDA-MB-435	LOX IMVI	MALME-3M	UACC-62
- CNc1nnnn1Cc1ccccc1
 : 109	97	107	105	105	113	119	101
- O=C(Nc1cccc([N+](=O)[O-])c1)c1cccc([N+](=O)[O-])c1
 : 103	115	90	91	111	100	112	91
- C/C(=C/CC1=C(O)c2ccccc2C(=O)C1=O)CO
 : 109	96	99	115	114	94	123	105
- COc1ccc2nc(NC(=O)c3cccnc3Nc3ccc(S(N)(=O)=O)cc3)sc2c1
 : 89	113	103	116	92	100	103	82
- O=C1CC2C=CCN2C=C1c1ccc(F)cc1 (configuration not stated)
 : 97	77	96	117	106	101	102	103
- O=C(Cl)c1cccc2c([N+](=O)[O-])cccc12
 : 98	95	99	96	100	106	90	90
- N#Cc1c2ncccc2c2nnc3cc(Cl)c(Cl)cc3n12
 : 92	95	nt	81	106	97	80	91
- CC(C)(O)C(=O)O
 : 103	100	112	104	107	101	88	103
- O=c1[nH]c2c(ccc3c2cnn3-c2ccc(Cl)cc2)cc1S(=O)(=O)c1ccccc1
 : 99	96	119	109	104	104	98	99
- N#Cc1ccc(-c2nn(-c3ccc(C(=O)O)cc3)cc2CNc2cccc(Br)c2)cc1
 : 24	66	72	36	59	13	96	42
- COc1cccc(-c2nn(-c3ccccc3)cc2-c2ccnc(NCCCNC(=O)c3ccc(F)cc3)c2)c1
 : 6.1*	42	52	59	-17*	56	48	40
- OCC(Nc1ncnc2ccc(-c3cnc4cnccn34)cc12)c1ccccc1 (configuration not stated)
 : 38	81	45	98	90	85	81	74
- Cc1c(-c2c(Cl)cccc2Cl)noc1CN(C)C
 : 108	109	112	104	104	97	nt	107
- c1cncc(-c2cn3nc(-c4c[nH]c5ccccc45)sc3n2)c1
 : 23	nt	nt	55	-38*	47	38	55
- COc1cc(OC)cc(-c2cc3ccc(N(C)C)cc3c(=O)[nH]2)c1
 : nt	76	34	61	5.0*	23	59	52
- COc1ccc(-c2nnc(SCC(=O)Nc3ccc(C(=O)/C=C/c4cc(OC)c(OC)c(OC)c4)cc3)n2-c2ccccc2)cc1
 : 89	78	94	106	101	89	103	87

# The list goes on:
SMILES,SK-MEL-5,UACC-257,SK-MEL-2,SK-MEL-28,MDA-MB-435,LOX IMVI,MALME-3M,UACC-62
Cc1nnc2nc(-c3ccccc3)nc(-c3ccccc3)n12,94,122,66,115,97,99,121,87
COc1ccc2cc([C@H](C)C(=O)N/N=C/c3ccc(F)cc3)ccc2c1,96,100,112,100,102,nt,88,79
CC1CNC(=O)N1 (configuration not stated),118,99,106,117,105,101,111,107
O=S(=O)(O)c1cccc2c(N=Nc3ccc(N=Nc4ccc(Nc5ccccc5)c5c(S(=O)(=O)O)cccc45)c4ccccc34)cccc12,110&91,98&86,103,122&106,106&100,97&60,96&117,112&54
N#Cc1c(-c2ccc(Br)cc2)nc(SCC(=O)c2ccccc2)[nH]c1=O,105,98,106,98,99,95,100,97
O=C(CSc1nnc(-c2ccccc2)n1-c1ccccc1)Nc1ccc(C(=O)/C=C/c2ccc(Cl)cc2)cc1,104,103,96,109,108,102,106,93
O=C(/C=C/c1coc(-c2ccc(F)cc2)n1)c1ccc(F)cc1,99,99,107,103,98,93,106,91
O=S(=O)(NCCNc1nccc(-c2c(-c3ccccc3)nc3sccn23)n1)c1ccc(F)cc1,52,104,93,95,55,64,84,67
CS(=O)(=O)c1ccc(C(=O)N=Nc2c(O)[nH]c3ccc(F)cc23)cc1,104,105,105,114,103,100,109,104
CC1(C)CC[C@]2(C(=O)O)CC[C@]3(C)C(=CC[C@@H]4[C@@]5(C)C/C(=C/c6ccncc6)C(=O)C(C)(C)[C@@H]5CC[C@]43C)[C@@H]2C1,86,87,85,98,97,76,102,87

# 3 compounds already listed, sorted by molecular weight, falling.
SMILES,SK-MEL-5,UACC-257,SK-MEL-2,SK-MEL-28,MDA-MB-435,LOX IMVI,MALME-3M,UACC-62
c1cncc(-c2cn3nc(-c4c[nH]c5ccccc45)sc3n2)c1,23,nt,nt,55,-38*,47,38,55
N#Cc1c2ncccc2c2nnc3cc(Cl)c(Cl)cc3n12,92,95,nt,81,106,97,80,91
O=C1CC2C=CCN2C=C1c1ccc(F)cc1 (configuration not stated),97,77,96,117,106,101,102,103

# Other compounds.
SMILES,SK-MEL-5,UACC-257,SK-MEL-2,SK-MEL-28,MDA-MB-435,LOX IMVI,MALME-3M,UACC-62
CCN(C(=O)CN1CCN(c2cc3c(cc2F)c(=O)c(C(=O)O)cn3C2CC2)CC1)c1nc(-c2ccc(Cl)cc2)cs1,95,90,87,90,99,90,105,95
CC(C)(C)OC(=O)NCCc1ccc(N=C=S)cc1,86,79,54,69,71,56,55,55
Nc1c2c(=S)n(-c3ccccc3)c(=S)n(-c3ccccc3)c2nc(=NCc2ccccn2)n1-c1ccccc1,79,109,119,113,107,84,nt,96
Nc1nnc(-c2ccc(OCc3nnc(-c4ccccc4Cl)o3)cc2)s1,nt,103,112,103,98,93,96,81
N#C/C(=C\NC(=S)N=Nc1c(O)[nH]c2ccccc12)C(=O)c1ccc2ccccc2c1,100,98,100,105,103,91,nt,90
CCCSc1nc(Oc2ccccc2/C=C2/SC(=O)NC2=O)c(C#N)c(-c2ccc(F)cc2)n1,99,105,110,113,109,92,104,95
Cn1cc(-c2nn3cc(-c4cccs4)nc3s2)c2cc(Cl)ccc21,71,97,85,98,94,80,75,71
CCN1CCOCC1,110,105,nt,110,108,106,127,111
Cc1nc(N)nc(N)c1-c1ccccc1,63,49,101,103,39,57,78,68
O=NN(CCCl)C(=O)NCc1ccc(-c2ccc(CNC(=O)N(CCCl)N=O)cc2)cc1,94,97,95,104,91,72,74,86
O=C(CCCOc1ccc(Cl)cc1Cl)OCCOc1ccc(Cl)cc1Cl,105,106,98,107,104,92,96,102
O=S1(=O)C=C(c2ccccc2)C(c2ccccc2)=C1,27,2.3*,52,18,25,-69*,-33*,5.7*
C=C(CC)CCCC,99,111,113,111,117,94,nt,93
O=C(OCCCN1CCCCC1)c1ccccc1,100,96,107,111,107,104,102,102
Nc1nc(=O)[nH]c2ccc(S(=O)(=O)c3ccc(Cl)cc3)cc12,110,nt,102,104,118,104,96,97
COc1ccc(C(=O)Cn2cc(CN3CCN(c4cc5c(cc4F)c(=O)c(C(=O)O)cn5C4CC4)CC3)nn2)cc1,93,101,107,107,106,78,100,98
NNC(=O)Cc1c[nH]c2ccccc12,102,101,105,103,101,95,87,96
COc1cc2c(cc1NC(=O)C(Cl)Cl)-c1ccc(NC(=O)C(Cl)Cl)cc1C2,22,-13*,-15*,-55*,-58*,67,115,-22*
COc1ccc(Cn2cc3c(c2-c2ccc(O)cc2)CCc2cnoc2-3)cc1,19,71,44,54,-39*,35,nt,45
O=C1CSC(c2ccc(Br)cc2)Nc2n[nH]c(-c3ccccc3)c21 (configuration not stated),94,108,97,112,95,90,99,90
Cc1nc2ccccc2c(/C=C/c2ccc(Cl)cc2)c1C(=O)c1ccccc1,86,95,84,118,95,80,117,61
COc1cc(C=Nc2oc(-c3ccccc3)c(-c3ccccc3)c2C#N)cc(CN2CCCCC2)c1O,98,116,103,110,103,88,110,88
COc1ccc(/C=C(/C(=O)NS(=O)(=O)c2ccc(Cl)cc2)c2cc(OC)c(OC)c(OC)c2)cc1OC,104,103,113,112,99,96,nt,108
O=c1cc(CO)oc(C(c2cn(-c3ccc(Cl)cc3)nc2-c2ccc(O)cc2)c2oc(CO)cc(=O)c2O)c1O,99,102,114,98,99,107,98,97
CC1=C(C)C(=O)C(N2CCCCC2C)=CC1=O (configuration not stated),100,97,110,113,116,87,102,93
C#C[C@]1(O)CCC2C3CCC4=C(CCC(=O)C4)C3CC[C@@]21C (some centres not stated),113,113,130,117,110,105,150,nt
Cc1cccc(N2C(=O)CC(c3ccc4c(c3)OCO4)C3=C2COC3=O)c1 (configuration not stated),nt,99,92,105,105,100,90,105
COc1cccc(/C=N/N(C)C)c1O,100,84,91,116,103,104,112,95
COc1ccc(-c2nnc3ccc(-n4nc(C)cc4C)nn23)cc1,76,109,98,118,89,94,103,88
N=C(N)SCC(=O)c1ccccc1,91,100,90,114,114,98,94,99
CCSc1ccc(C)cc1,107,103,nt,105,104,102,117,102
CC/C(=C\c1ccc2c(c1)COC2)c1nc2ccccc2c(=O)[nH]1,98,106,100,111,90,91,102,86
O=C(O)CCCCCNC(=O)OCc1ccccc1,111,112,119,106,100,104,97,101
CCCCSc1ncc(C)c(N(C)C)n1,93,95,103,103,100,98,106,83
O=C1CSC2=Nc3c(sc4ccc(Cl)cc34)C(c3ccc4ccccc4c3)N12 (configuration not stated),97,98,107,115,106,91,95,84
O=C(Cc1ccccc1)Nc1cccc(N=Cc2c(O)ccc3ccccc23)c1,99,87,93,105,95,96,91,85
CC(=O)Nc1ccccc1-c1n[nH]c(=O)[nH]c1=O,nt,nt,nt,104,98,98,90,103
CC(=O)/C(=C\N1CCNC1=S)C(=O)Nc1ccccc1,94,105,102,103,104,95,nt,94
Cc1ccc(C2=NN(c3cc(Cl)cc(Cl)c3)C(c3cccc(Nc4ccnc5cc(C(F)(F)F)ccc45)c3)C2)cc1 (configuration not stated),96,102,99,104,103,94,81,93
COc1ccc(CC(C)=C(c2ccc(OCCN3CCCCCC3)cc2)c2ccc(OCCN3CCCCCC3)cc2)cc1,-98*,-76*,-82*,-99*,-98*,-100*,-92*,-97*
O=[N+]([O-])c1ccc2nc(Cl)sc2c1,97,94,69,102,105,94,92,96
Cc1ccc(Cc2cnc(NC(=O)CN3C(=O)S/C(=C\c4cc(Cl)ccc4Cl)C3=O)s2)cc1,98,102,108,107,100,99,108,92
COc1ccc(OC)c(/C=N/Nc2ncnc3c2c(C)nn3C)c1,98,112,105,99,105,99,119,93
CN1CCn2c(c(Sc3ccc(C(=O)NO)cc3)c3ccccc32)C1=O,nt,-9.9*,-43*,-33*,-75*,-44*,64,-61*
O=C(C[C@@]1(O)C(=O)Nc2c(Cl)ccc(Cl)c21)c1ccc(C2CC2)cc1,39,73,43,53,-48*,38,42,42
CC1(C)COC(=S)N1,112,100,107,104,101,100,104,93
CN1c2ccccc2C(=O)N(NC(=O)Nc2ccc(F)cc2)C1c1ccccc1 (configuration not stated),84,101,95,91,93,78,89,79
CC(C)(C)NC(=O)C1C2C=CC(O2)C1C(=O)O (configuration not stated),111,103,122,108,103,102,95,99
CCOC(=O)c1cc(C(=O)c2ccc(Br)cc2)n2ccc(OC)cc12,92,93,110,103,99,94,93,98
N#Cc1c(-c2ccccc2)cc(-c2ccccc2)n(CCCCC(=O)Nc2ccccc2N)c1=O,66,85,92,86,81,71,74,72

# Random draw from the library, and some 13% of all compounds hit somewhere here.
